FLuc stim CS = firefly luciferase counter-screen for stimulation assays. P08659. 200,000 tested, under 10 active. activation factor at 10 µM. ATPlite luciferase biochemical, luminescence, 10 min; 0 = ATP-free wells, 1 = DMSO control;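 active = luciferase activation factor, scaled between plate controls, of at least 2 with compound at 10 µM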
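Assay system: Luciferase/luciferin detection reagent, cell-free biochemical luciferase assay / Also added: ATP substrate / Schedule: 10 min at ambient temperature / Measured by: luminescence measurement of luciferase light output / Benchmarks: low control with PBS replacing ATP, high control enzyme plus ATP without compound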
APP 5'UTR act = APP 5'UTR luciferase reporter activation | actives 1% (n = 190,000) | SH-SY5Y APP 5'UTR luciferase reporter, luminescence; zero percent = DMSO vehicle wells | activation, % at 2 µM | AID 1276;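 active = activation above a set limit, based on mean plus 3 SD of controls, cut at about 140% in these data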; note: values of inactives mirror those of a sister screen read the other way
NF-kB expr up = NF-kB expression increase, human neuronal cells; NF-kB reporter expression; hits give high values; fold change at 12.5 µM; actives 1.6% (n = 190,000); AID 1239; in the data active = fold change above about 3.3
Diaph act CS = activates diaphorase or chemically reduces, flagging diaphorase assay artifacts. activation factor at 20 µM. Diaphorase/resazurin coupled assay, resorufin fluorescence, 16 min; hits give high values; 1 = vehicle wells, 0 = NADH-free wells. actives 0.005% (n = 190,000). AID 1229;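 active = diaphorase activity raised at least twofold by the compound at 20 µM; inactive = activation factor below 2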
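System – purified diaphorase enzyme from Clostridium kluyveri · Input – enzyme 0.07 U/mL final · Also added – final NADH 0.114 mM, resazurin 0.1 mM · Measured by – fluorescence of resorufin, 544 nm excitation, 590 nm emission · Timing – 16 min enzyme reaction, ambient temperature · Measure – resorufin increase flagging diaphorase activators or reducers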
G6PDH CS = counter-screen for G6PDH assay hits: L. mesenteroides G6PDH inhibition | actives 0.12% (n = 200,000) | inhibition, % at 5 µM | Purified L. mesenteroides G6PDH, diaphorase/resazurin coupled fluorescence, 45 min; in the data active = inhibition above about 50%
FLuc inhib CS = inhibits firefly luciferase, flagging false hits in luciferase inhibition screens. AID 1006. inhibition, % at 10 µM. ATPLite firefly luciferase biochemical luminescence, 10 min. actives 1.5% (n = 200,000). P08659;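 active = inhibition above about 50% when tested at 10 µM, limit read from the data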
Diaphorase inh = counter-screen for diaphorase-based assays: diaphorase inhibitors and chemical oxidizers; diaphorase resazurin-to-resorufin fluorescence, NADH, 16 min; bacterial (C. kluyveri) enzyme, not human; inhibition, % at 20 µM; actives 0.69% (n = 190,000); AID 1217;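 active = primary screen inhibition at 20 µM above a set limit, cut at about 50% in these data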;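 note: plate controls were DMSO with full reaction for no effect and wells lacking NADH for full effect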
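Assay system – diaphorase enzyme from Clostridium kluyveri · Amount – diaphorase 0.14 U/mL (working solution) · Times – reaction incubation of 16 min at room temperature · Controls – No-NADH positive control and DMSO neutral control · Signal – resorufin fluorescence 544/590 nm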
APP transl inh = APP translation inhibition; SH-SY5Y APP 5'UTR-luciferase reporter, luminescence; inhibition, % at 2 µM; actives 0.82% (n = 190,000);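 active = inhibition above a set limit, derived from the sample mean plus 3 SD, cut at about 45% in these data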; note: values of inactives mirror those of a sister screen read the other way
STAT1 act = activators of IFN-gamma induced STAT1 signaling; NIH 3T3 STAT1-luciferase reporter, luminescence; 100% = IFN-gamma alone, no compound; actives 2.6% (n = 200,000); activation (% of control), % at 5.5 µM; AID 932;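 active = activation above the screen-wide mean activation plus 3 SD, cut at about 130% in these data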;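 note: raw ratio to IFN-gamma control signal so 100% means no change and 0% no light; values of inactives mirror those of a sister screen read the other way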
TLR4 MyD88 comp = inhibitors of human TLR4-MyD88 binding | O00206+Q99836 | HeLa CL3-4 TLR4/MyD88 BLA complementation, FRET ratio | inhibition, % at 8.4 µM | actives 0.18% (n = 200,000) | AID 861; in the data active = inhibition above about 25%;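 note: 0% = vehicle and 100% = reference inhibitor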
Target sequence (O00206 whole entry, looked up): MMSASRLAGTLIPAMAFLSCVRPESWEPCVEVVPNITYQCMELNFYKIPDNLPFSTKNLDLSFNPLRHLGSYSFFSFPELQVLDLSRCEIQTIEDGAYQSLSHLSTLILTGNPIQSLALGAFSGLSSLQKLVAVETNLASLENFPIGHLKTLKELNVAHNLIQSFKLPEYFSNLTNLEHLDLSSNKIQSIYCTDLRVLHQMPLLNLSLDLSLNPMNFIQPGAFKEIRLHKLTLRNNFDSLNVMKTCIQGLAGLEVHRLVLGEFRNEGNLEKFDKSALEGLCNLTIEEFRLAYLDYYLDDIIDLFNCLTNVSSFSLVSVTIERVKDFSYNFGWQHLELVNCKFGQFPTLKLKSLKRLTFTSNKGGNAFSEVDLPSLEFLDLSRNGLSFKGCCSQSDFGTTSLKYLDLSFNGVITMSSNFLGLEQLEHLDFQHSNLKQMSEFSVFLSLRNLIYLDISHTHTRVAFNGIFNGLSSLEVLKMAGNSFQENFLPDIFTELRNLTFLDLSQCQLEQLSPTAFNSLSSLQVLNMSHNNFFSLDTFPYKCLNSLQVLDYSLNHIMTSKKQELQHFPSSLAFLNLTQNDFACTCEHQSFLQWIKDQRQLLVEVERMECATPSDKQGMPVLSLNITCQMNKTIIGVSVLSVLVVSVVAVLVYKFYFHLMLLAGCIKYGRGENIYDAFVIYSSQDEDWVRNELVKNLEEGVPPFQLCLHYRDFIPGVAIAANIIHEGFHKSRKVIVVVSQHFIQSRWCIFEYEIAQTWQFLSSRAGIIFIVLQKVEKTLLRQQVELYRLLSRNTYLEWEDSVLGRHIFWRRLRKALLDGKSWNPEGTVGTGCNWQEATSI
Target sequence (Q99836 whole entry, looked up): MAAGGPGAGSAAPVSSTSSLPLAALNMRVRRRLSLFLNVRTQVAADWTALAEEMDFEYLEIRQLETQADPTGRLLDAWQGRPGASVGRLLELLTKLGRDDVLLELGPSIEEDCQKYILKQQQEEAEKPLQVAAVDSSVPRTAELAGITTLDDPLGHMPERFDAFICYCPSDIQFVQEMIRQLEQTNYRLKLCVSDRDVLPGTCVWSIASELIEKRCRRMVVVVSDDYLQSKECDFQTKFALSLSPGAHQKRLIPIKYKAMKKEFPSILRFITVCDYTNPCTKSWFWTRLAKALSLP
An asterisk follows results filed as active; / = no result given.

Sample of the layout:
compound,FLuc stim CS,APP 5'UTR act,NF-kB expr up,Diaph act CS,G6PDH CS,FLuc inhib CS,Diaphorase inh,APP transl inh,STAT1 act,TLR4 MyD88 comp
O=S1(=O)CC/C(=N\O)c2ccccc21,1.1,0,1.2,1,3,-7,2,0,104,3
O=C(O)C1CC=CCC1C(=O)Nc1ccc(S(=O)(=O)N2CCCc3ccccc32)cc1 (centres undefined),1,3,1.6,0.8,-1,-2,15,-3,103,-5

The list itself, previewed entries included:
compound,FLuc stim CS,APP 5'UTR act,NF-kB expr up,Diaph act CS,G6PDH CS,FLuc inhib CS,Diaphorase inh,APP transl inh,STAT1 act,TLR4 MyD88 comp
O=S1(=O)CC/C(=N\O)c2ccccc21,1.1,0,1.2,1,3,-7,2,0,104,3
O=C(O)C1CC=CCC1C(=O)Nc1ccc(S(=O)(=O)N2CCCc3ccccc32)cc1 (centres undefined),1,3,1.6,0.8,-1,-2,15,-3,103,-5
Fc1ccc(Nc2nc(N/N=C/c3ccco3)nc(N3CCCCC3)n2)cc1,1,13,0.47,1,0,1,-2,-13,103,-3
CCOC(=O)c1cc2sccc2n1CC(=O)Nc1ccc(OC)cc1,1.1,-8,1,0.9,10,-9,9,8,101,-4
O=C(O)c1cc(=O)[nH]c2c(Cl)cccc12,1.1,2,0.96,0.9,-4,-6,10,-2,92,-4
CCN(CC)c1ccc(/C=N/NC(=O)CN2CCCc3ccccc32)cc1,1,-2,0.92,0.8,-11,-3,20,2,106,4
COc1cc(C(=O)Nc2c(C)cc(C)cc2C)c(-n2cnnn2)cc1OC,1.1,6,1.3,0.9,10,-5,7,-6,98,-1
COc1ccc(C2C([N+](=O)[O-])=C(C)N(C)C(=O)N2C)cc1OC (centres undefined),1.1,-2,1.8,0.9,2,-7,6,2,108,0
CCOC(=O)c1c(NC(C)=O)sc2c(OCC(O)CNC(C)(C)C)c(Br)ccc12 (centres undefined),1,9,1.8,/,22,-3,/,-9,104,0
CC1CCCCN1C(=O)/C(=C\c1ccccc1)c1ccccc1 (centres undefined),1,5,0.85,0.9,6,-4,14,-5,109,-10
Cc1c(NC(=O)C(C)OC(=O)[C@@H](NC(=O)c2ccccc2)C(C)C)c(=O)n(-c2ccccc2)n1C (some centres undefined),1.1,1,1.2,1,7,-6,4,-1,100,1
O=C(CSc1ccc2c(c1)OCCO2)NCCN1C(=O)CSC1=O,1.1,0,1.2,0.9,14,-9,6,0,92,9
O=C(O)c1ccc(CNC(=S)Nc2ccccc2)cc1,1.1,-11,0.94,0.9,-1,-6,9,11,100,-10
COc1ccc(OCc2nnc(SCC(=O)O)n2N)cc1,1.1,-7,1,0.8,6,-6,16,7,101,-3
CC(C)c1nnc(SCC(=O)N2CCc3ccccc32)n1C,1,-11,1.2,0.8,5,-4,17,10,81,-8
O=C(OCc1ccccc1)C1=[N+]([O-])OC(C(=O)OCc2ccccc2)C1c1c[nH]c2ccccc12 (centres undefined),1,3,0.97,0.7,6,-1,26,-3,92,2
CCc1cc(=O)oc2c(C)c(OCC(=O)N3CCCc4ccccc43)ccc12,1.1,8,0.72,0.8,-3,-6,18,-8,89,0
O=C(CCc1ccccc1)NCc1ccccn1,1,17,1.1,0.9,8,-2,12,-17,99,15
CC(C)CCNCC(=O)NC(c1ccccc1)c1ccccc1,1,15,1.3,0.9,6,-3,8,-15,95,-10
Cn1nnc2cc(C(=O)NC3CCCCC3)ccc21,1,6,1.4,0.9,1,2,8,-6,102,1
CCOC(=O)N1CCN(C(=O)CSc2nnc(COc3ccc(Cl)cc3)o2)CC1,1,-22,1.1,0.9,3,-2,9,22,85,14
C=CCNC(=O)c1c(C(F)(F)F)nn(C)c1Cl,1,18,0.9,1,-6,-4,-1,-18,97,4
CC(=O)N1CCN=C1SCc1c(F)cccc1Cl,1.1,8,1.1,0.9,-6,-5,15,-8,97,-2
CCOC(=O)CNC(=S)n1ncnc1N,1.1,-10,1.4,1,2,-8,0,10,93,1
CC1Cc2nc(SCC(=O)OCc3ccccc3)n(C)c(=O)c2S1 (centres undefined),1,-18,1,0.8,19,3,19,18,105,6
CN(C)c1ccc(-c2nnc(SCC3CCCO3)n2C)cc1 (centres undefined),0.9,67,1.6,0.9,13,6,7,-66,127,12
COc1cc(/C=C(\C#N)c2ccccn2)ccc1OCc1ccc(Cl)cc1,1,9,1.2,0.8,-42,-4,18,-9,87,3
CC(=O)NC1=NN(C(C)=O)C(C)(c2ccc(Br)cc2)S1 (centres undefined),1,6,1.1,0.9,-4,-3,13,-6,100,-15
COC(=O)c1[nH]c2cccc(Cl)c2c1NC(=O)CN1CCN(CCO)CC1,1,0,0.87,1,10,0,-3,0,93,0
COc1ccccc1Nc1nccc(N(C)C)c1C#N,1,0,1.1,1.1,8,-2,-6,0,93,-2
Cc1onc(-c2ccccc2)c1C(=O)Nc1nnc(COc2ccc(Cl)cc2)s1,1,14,1.2,0.7,-17,-3,27,-14,100,-6
Nc1c2c(nc3ccn(-c4ccccc4)c(=O)c13)CCCCC2,1,16,1.6,0.8,6,4,16,-16,99,6

Laid out differently: entries from further up.
Second line of a record: FLuc stim CS	APP 5'UTR act	NF-kB expr up	Diaph act CS	G6PDH CS	FLuc inhib CS	Diaphorase inh	APP transl inh	STAT1 act	TLR4 MyD88 comp
CC(C)c1nnc(SCC(=O)N2CCc3ccccc32)n1C
    1	-11	1.2	0.8	5	-4	17	10	81	-8
C=CCNC(=O)c1c(C(F)(F)F)nn(C)c1Cl
    1	18	0.9	1	-6	-4	-1	-18	97	4

Following part.
compound,FLuc stim CS,APP 5'UTR act,NF-kB expr up,Diaph act CS,G6PDH CS,FLuc inhib CS,Diaphorase inh,APP transl inh,STAT1 act,TLR4 MyD88 comp
CCOC(=O)N1CCN(C(=O)c2oc3ccc(S(=O)(=O)N4CCCCC4)cc3c2C)CC1,1,16,0.89,0.9,10,-1,15,-16,98,-6
CCOC(=O)CSc1nc2ccsc2c(=O)n1C1CCN(C(=O)OCC)CC1,1.1,9,0.83,1.1,0,-5,-7,-9,100,-4
COc1ccc(-c2nn(-c3ccccc3)cc2CNCc2cccnc2)c(F)c1,1.1,-10,0.9,1.1,13,-8,-7,10,99,-7
COc1ccc(Cl)cc1NC(=O)CN(C)CC(=O)Nc1ccc(C)cc1Br,1.1,1,1.9,0.8,1,-7,18,-1,100,12
CC(=O)N=C(N)Sc1nc2ccccc2[nH]1,0.8,63,2.7,0.9,10,25,13,-63,134*,-6
CCOC(=O)CSc1nc2c(sc(=S)n2-c2ccc(OCC)cc2)c(=O)[nH]1,1.1,-15,0.73,0.5,5,-6,48,15,78,0
CN(C)/C=N/c1nc2nccc(-c3ccc(F)cc3)n2n1,1,-2,1.2,1.1,2,-2,-5,2,102,-1
COC(=O)c1cc(C#N)c(OC)nc1C,1.1,-3,1.3,0.9,6,-10,14,3,99,13
c1ccc(-c2ccccc2OCCCN2CCCC2)cc1,1,3,1.4,1.1,3,0,-9,-3,94,2
Cc1ccc(C(=O)NNC(=O)CSc2nc(N)cc(N)n2)cc1,1,-10,1.1,0.9,-14,-4,12,10,101,14
Cc1ccc(C(=O)NC(=S)Nc2ccc3[nH]c(=O)[nH]c3c2)cc1C,1,14,1.4,0.9,-4,-4,12,-14,98,-4
COc1ccc(NC(=O)CSc2nnc(N)s2)c([N+](=O)[O-])c1,1,2,1.5,0.9,5,-1,11,-2,106,-7
COc1cc(-c2nnc(SCC(=O)c3cc(C)n(CC4CCCO4)c3C)o2)cc(OC)c1OC (centres undefined),1,1,0.37,1,-21,-2,-2,-1,97,-8
C/C(=N\N=C1\NC(=O)C(Cc2ccccc2)S1)c1ccccc1 (centres undefined),1,-4,1.1,0.8,4,0,22,4,101,6
CC(NC(=O)c1cc(Br)ccc1Br)c1ccccc1 (centres undefined),1.1,-7,0.98,0.8,4,-6,23,7,91,0
O=c1c2ccccc2nc(/C=C/c2cccc([N+](=O)[O-])c2)n1CCCO,/,-6,/,/,/,/,/,6,104,4
CCCCNc1nc2c(c(=O)[nH]c(=O)n2C)n1CCOc1ccccc1,1.1,-19,0.87,0.8,3,-7,22,19,100,2
COc1ccc(CCNc2nc(=O)[nH]nc2C)cc1OC,1.1,25,1.3,0.9,-6,-6,12,-25,92,2
COc1ccc(CNc2ccc3c(c2)ncn3-c2ccccc2OC)cc1,1,-10,0.63,0.8,1,-5,16,10,99,-5
O=C(CO/N=C/c1ccc2c(c1)OCO2)Nc1cccc(Br)c1,1,12,1.1,1,7,-2,4,-12,105,7
CC1(C)NC(=O)N(CC(O)COC2CCCCC2)C1=O (centres undefined),1.1,7,1.1,0.9,-8,-10,8,-7,121,-17
COc1ccc(/C=C(/C#N)C(=O)Nc2cccnc2)cc1OC,1,-8,1.2,0.9,-2,-1,14,8,97,0
COc1ccc(N2C(=O)CSC23C(=O)Nc2ccccc23)cc1 (centres undefined),1,-7,1.1,1,8,-2,-3,6,98,5
COc1ccc(NC(=O)c2noc3c2CCC3)cc1,0.6,143*,4*,0.8,-4,38,18,-143,139*,-15
O=C(NC(=S)Nc1ccc(S(=O)(=O)N2CCOCC2)cc1)c1ccccc1[N+](=O)[O-],1,1,1,0.9,11,-1,12,-2,101,-4
O=C(NNC(=O)c1sccc1-n1cccc1)c1ccc(Cl)cc1,1,6,0.88,0.9,10,-3,15,-6,97,4
CC(C)C1OC(c2cccc(NC(=O)c3cccs3)c2)OCC1(C)C (centres undefined),1,15,0.87,0.8,-1,-4,16,-15,95,6
O=C(c1cccc(S(=O)(=O)NCc2ccccc2)c1)N1CCN(Cc2ccccc2)CC1,1,18,1.2,0.9,3,0,11,-18,104,-1
Cc1ccc(CNC(=O)c2cc3c(C)nc4ccccc4c3o2)cc1,1,-7,0.42,0.9,-19,-4,9,7,79,2
O=C(CSc1nnc(-c2cnccn2)n1Cc1ccco1)c1ccc(Cl)c(Cl)c1,1,7,1.2,0.7,5,-2,31,-7,95,1
CC(C)CCc1noc(CN2CCN(c3ccc(Cl)cn3)CC2)n1,1,14,1.2,0.9,12,-2,9,-14,95,2
COc1cccc2sc(Nc3nc(-c4cc5ccccc5oc4=O)cs3)nc12,0.7,-91,1.1,0.7,-62,28,26,91*,113,-6
O=C(Nc1nncs1)c1cccc(S(=O)(=O)N2CCCCC2)c1,1.1,1,1.4,0.9,3,-6,8,-1,98,7
COC(=O)c1c(NC(=O)c2nn(C)cc2Cl)sc2c1CCCC2,1,-5,1.2,0.8,-5,-3,16,5,92,8
COc1ccccc1-c1nnc(SCCN2CCOCC2)n1-c1ccc(C)cc1,1,12,1.1,0.8,-1,-2,24,-12,90,-6
CC(C#N)(Nc1ccc(Cl)cc1)c1cccnc1 (centres undefined),1.1,10,1.3,0.9,1,-6,11,-10,92,5
O=C(CSc1nnc(-c2cccnc2)n1Cc1ccco1)c1ccc(Cl)c(Cl)c1,1.1,6,1.2,1,6,-8,4,-6,99,6

Assay outcomes from PubChem.
